FLuc modulator: qHTS profiling assay for firefly luciferase inhibitor/activator using purifed enzyme and Km concentrations of substrates (counterscreen for miR-21 project); purified FLuc, Km substrates, luminescence inhibition; AID 588342, 2011; 360,000 tested, 6.9% active; Potency, µM (series often up to 57.5 µM), for the others: at the top dose activity change, negative = inhibition, most hits filed as inhibitors;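 note: plate controls were vehicle for no effect and reference inhibitor for full effect; nearly all actives have a fitted effect of over 55% in size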
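Purified P. pyralis luciferase, 10 nM final, with Km-level 10 uM D-luciferin and 10 uM ATP in 50 mM Tris acetate pH 7.5, 10 mM Mg acetate, 0.01% Tween-20, 0.05% BSA; 6-point qHTS titration about 60 µM downward; luminescence read.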
p53 reactivator: qHTS assay for re-activators of p53 using a Luc reporter. H1299 p53-A138V BP100-luciferase reporter, luminescence, 24 h. Potency, µM (highest dose often 92.2 µM), without a hit: at the top dose activity change, positive = activation, actives largely listed as activators. 320,000 tested, 0.063% active; note: % of control where 0% means no effect; nearly all actives have a fitted effect of over 45% in size
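p53-null H1299 cells stably carrying temperature-sensitive p53-A138V and a BP100-luciferase reporter were pinned with compounds (4-point, 1:5 series) and held 24 hrs at 37 deg C. Luminescence was read 10 min after detection reagent.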
VP16 counter: VP16 counterscreen qHTS for inhibitors of ROR gamma transcriptional activity; Drosophila S2 Gal4-VP16 UAS-luciferase, luminescence, 20 h; AID 2546, 2010; Potency, µM (highest dose often 53.6 µM), for inactives: at the highest dose activity, negative = inhibition, most hits filed as inhibitors; 310,000 tested, 3.5% active;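 note: Gal4-VP16 expression switched on by copper sulfate through the metallothionein promoter; % is set by controls: 0 for no effect and ±100 for the full control effect; nearly all actives have a fitted effect of over 50% in size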
RORgamma inh: qHTS for inhibitors of ROR gamma transcriptional activity; Potency, µM (series often up to 53.6 µM), without a hit: at the highest dose activity change, negative = inhibition, hits mostly inhibitors; Drosophila S2 Gal4-RORgamma UAS-luciferase reporter, 20 h; Nuclear receptor ROR-gamma (Mus musculus), P51450; AID 2551, 2010; 310,000 tested, 5.4% active; note: % is set by controls: 0 for no effect and ±100 for the full control effect; nearly all actives have a fitted effect of over 60% in size
Target sequence (P51450 whole entry, looked up, the tested form may be a part): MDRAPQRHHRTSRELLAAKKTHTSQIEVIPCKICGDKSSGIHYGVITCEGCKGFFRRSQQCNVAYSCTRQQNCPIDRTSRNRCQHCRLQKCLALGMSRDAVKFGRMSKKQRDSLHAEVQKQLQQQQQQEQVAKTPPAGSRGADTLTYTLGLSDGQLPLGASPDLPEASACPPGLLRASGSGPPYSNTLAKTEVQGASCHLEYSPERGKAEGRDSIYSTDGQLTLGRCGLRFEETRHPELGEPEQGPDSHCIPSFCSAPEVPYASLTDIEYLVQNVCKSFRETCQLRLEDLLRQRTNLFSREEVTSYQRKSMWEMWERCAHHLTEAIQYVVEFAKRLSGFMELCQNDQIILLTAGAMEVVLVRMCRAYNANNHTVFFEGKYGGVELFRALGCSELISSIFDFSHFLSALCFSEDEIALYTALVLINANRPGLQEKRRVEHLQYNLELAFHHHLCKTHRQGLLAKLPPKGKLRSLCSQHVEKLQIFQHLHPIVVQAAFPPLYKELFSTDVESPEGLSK
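Drosophila Schneider cells stably carrying a metallothionein-driven Gal4 DBD–ROR gamma fusion and a UAS-Photinus luciferase reporter were exposed to compound for 1 hr, then induced with copper sulfate (700 uM final) for 20 hr at ambient temperature before luminescence reading.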
uPA surface inh: qHTS for Inhibitors of Cell Surface uPA Generation | cell surface uPA generation assay, qHTS | Potency, µM (top dose mostly 38.3 µM), inactives show at the highest dose activity change, negative = inhibition, hits mostly inhibitors | 330,000 tested, 0.31% active; active = well fitted inhibition curve with a large enough effect; inconclusive = small, poorly fitted or top-dose-only effect; inactive = no such curve, though single readings can be large or run the other way; tested in mouse RAW 264.7 cells; note: % is set by controls: 0 for no effect and ±100 for the full control effect; nearly all actives have a fitted effect of over 55% in size
BRCA1 expr act: qHTS Assay to Identify Small Molecule Activators of BRCA1 Expression. AID 624202, 2012. 380,000 tested, 1.1% active. MCF7-BRCA1-FFLuc reporter, luminescence, 48 h; response scale: scaled: vehicle 0%, 10 µM genistein 100%. Potency, µM (titrated, usually from 46.1 µM), for inactives: top-dose activation, usual class: activators; note: nearly all actives have a fitted effect of over 80% in size; some results filed as inactive show a strong effect at the top dose
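48 h compound treatment of MCF7-BRCA1-FFLuc cells (phenol-red free MEM, 37 °C), then 15 min with luciferase substrate and luminescence imaging.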
MBNL1-CUG inh: qHTS Assay for Inhibitors of MBNL1-poly(CUG) RNA binding; Muscleblind-like protein 1 (Homo sapiens), Q9NR56; TR-FRET MBNL1-His/biotin-(CUG)12 binding, 665/545 ratio; Potency, µM (series often up to 57.5 µM), inactives show top-dose activity change, negative = inhibition, hits mostly inhibitors; 280,000 tested, 0.036% active; AID 2675, 2010; active = well fitted inhibition curve with a large enough effect in the signal ratio, with a control signal flat, not every such curve was filed as active; inconclusive = small, poorly fitted or top-dose-only effect, or effect the other way, or a change in a side signal; inactive = no such curve, though single readings can be large or run the other way; the % refers to the signal ratio; note: % is set by controls: 0 for no effect and ±100 for the full control effect
Target sequence (Q9NR56 whole entry, looked up): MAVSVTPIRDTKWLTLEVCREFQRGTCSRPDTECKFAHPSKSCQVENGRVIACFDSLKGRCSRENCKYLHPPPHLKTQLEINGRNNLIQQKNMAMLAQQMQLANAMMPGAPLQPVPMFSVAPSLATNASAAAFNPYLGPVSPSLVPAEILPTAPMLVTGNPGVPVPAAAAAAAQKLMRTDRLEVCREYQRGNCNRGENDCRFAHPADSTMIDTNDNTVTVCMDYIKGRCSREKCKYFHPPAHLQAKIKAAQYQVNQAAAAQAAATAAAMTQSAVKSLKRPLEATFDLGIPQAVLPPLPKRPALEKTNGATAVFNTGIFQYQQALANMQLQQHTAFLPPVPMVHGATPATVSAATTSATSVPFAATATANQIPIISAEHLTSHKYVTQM
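Inhibition of protein-RNA binding appears as loss of TR-FRET between terbium anti-His antibody on MBNL1-His and streptavidin-XL665 on biotin-(CUG)12. Activity is normalized to buffer-only and uninhibited-complex controls.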
NPC1 prom act: qHTS Assay for NPC1 Promoter Activators; Huh7 NPC1 promoter luciferase reporter, 24 h; Potency, µM (series often up to 9.22 µM), without a hit: at the highest dose activation, actives largely listed as activators; 320,000 tested, 2.4% active;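 note: % of control where 0% means no effect; nearly all actives have a fitted effect of over 60% in size; reporter is driven by a mutant NPC1 promoter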
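Compounds in DMSO were transferred onto Huh7 NPC1-luciferase reporter cells pre-incubated 2 h; after 24 h at 37 °C, Amplite reagent was dispensed and luminescence recorded 10 min later.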
ELG1 genotoxic: qHTS screen for small molecules that induce genotoxicity in human embryonic kidney (HEK293T) cells expressing luciferase-tagged ELG1; HEK293T ELG1-luciferase reporter, luminescence, 16 h; Potency, µM (titrated, usually from 46 µM), without a hit: at the highest dose activity change, positive = activation, most hits filed as activators; 330,000 tested, 1.3% active; AID 504466, 2011; note: % of control where 0% means no effect; nearly all actives have a fitted effect of over 60% in size
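HEK293T cells expressing luciferase-tagged ELG1 were exposed to compound or DMSO vehicle for 16 hr at 37 °C and 5% CO2. Luciferase activity was then measured with ONE-Glo after 30 min at room temperature.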
Rab9 promoter act: qHTS Assay for Rab9 Promoter Activators; AID 485297, 2010; Potency, µM (doses to about 9.22 µM), for inactives: top-dose activation, negative = inhibition, actives largely listed as activators; 320,000 tested, 2.8% active; Huh7 Rab9 promoter-luciferase reporter, luminescence, 24 h; note: % of control where 0% means no effect; nearly all actives have a fitted effect of over 60% in size
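Cells were plated at 1500 per well in reduced-serum medium with 10% FBS and left 2 h. Compound in DMSO was then added for 24 h at 37 °C. Reporter signal was read by luminescence after 10 min with luciferase detection reagent.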
Active calls of the source: *; u = inconclusive; x = not tested or not shown; [ ] = dose if it differs, or a comment. Unless noted, calls come from the whole dose curve; as a rule, active = well fitted curve in the direction sought with a large enough effect; inconclusive = small, poorly fitted or top-dose-only effect, or another doubt; inactive = no such curve, though single readings can be large; an effect the other way counts as inactive or inconclusive. Potency is the fitted concentration of half-maximal effect.

entry | Molecule | FLuc modulator | p53 reactivator | VP16 counter | RORgamma inh | uPA surface inh | BRCA1 expr act | MBNL1-CUG inh | NPC1 prom act | ELG1 genotoxic | Rab9 promoter act
1 | Cc1ccc(S(=O)(=O)NC(=O)c2cc(C)n(-c3ccc(N(C)C)cc3)c2C)cc1 | u | u | -6% | u | -15% | 25% | 2% | 3% | 8% | 14%
2 | CCCN1C2CCCC1CC(NC(=O)c1ccc(Br)cc1)C2 (stereo not given) | -2% | 2% | 3% | -21% | -1% | 8% | 5% | 0% | 0% | 0%
3 | Cc1cc2c(C)nc(N/N=C/c3ccccc3)nc2o1 | 9.5µM* | 13% | 5% | 6% | -1% | u | x | u | 13% | u
4 | Cc1cc(-c2n[nH]c(=S)o2)c(C)n1-c1ccccc1 | 3µM* | u | u | 13µM* | x | u | -6% | u | u | 2.5µM*
5 | C=CCNCCOc1cccc(Br)c1 | -1% | -12% | -7% | -2% | -2% | 2% | -1% | 0% | 1% | -1%
6 | COc1ccc(F)cc1-c1nc(N)nc(N)n1 | 6% | -6% | x | x | 4% | 14% | x | 1% | 3% | -5%
7 | Cc1ccc(C(=S)N2CCN(Cc3ccccc3)CC2)cc1 | -13% | 15% | -7% | -32% | 1% | 0% | -9% | -8% | -8% | 2%
8 | CCOC(=O)CCP(=O)(O)C(O)c1ccccc1 (stereo not given) | 0% | -1% | -1% | 7% | 6% | 1% | 0% | -1% | 2% | -2%
9 | Cc1ccc(CNC(=O)COC(=O)Cn2nc(C)c([N+](=O)[O-])c2C)cc1 | 8% | 14% | 6% | -13% | 4% | 1% | -1% | 0% | -2% | -3%
10 | COc1ccc(-c2csc(NC(=O)C3CCN(c4ncnc5sc(C)c(C)c45)CC3)n2)cc1OC | -2% | -6% | x | x | -11% | -73% | x | -37%[inhibitor] | -11% | -36%[inhibitor]
11 | Cc1ncc([N+](=O)[O-])n1CCOC(=O)NC(NCc1ccccc1)C(Cl)(Cl)Cl (stereo not given) | 4% | -4% | -6% | 16% | 0% | 2% | u | -3% | -3% | 14%
12 | O=C(c1ccco1)N1CCN(CC(O)COc2ccc3oc4ccccc4c3c2)CC1 (stereo not given) | -8% | -20% | -11% | u | 10% | -29% | -5% | 1% | -6% | -5%
13 | Cc1ccc(NC(=O)Cc2nnc(SCC(=O)Nc3nncs3)n2C)cc1 | u | -4% | -6% | -1% | 2% | 4% | -1% | 1% | 0% | -11%
14 | CCc1nn(CC(=O)NCCCN(C)Cc2ccccc2)c(=O)c2cc3sc(C)cc3n12 | 0% | 6% | 0% | -41% | 0% | -19% | 29% | 1% | 2% | 0%
15 | COCCN=C1NC(=O)C(CC(=O)Nc2cccc(Cl)c2C)S1 (stereo not given) | -5% | -4% | 3% | 13% | 3% | -4% | 0% | 11% | 5% | 21%
16 | CCCCNC(=S)N/N=C/C1=CCC2CC1C2(C)C (stereo not given) | -12% | 12% | 0.89µM* | 1.1µM* | 0% | -26% | x | 0% | -7% | -3%
17 | CC1=C(C(=O)OCCBr)C(c2cccc3ccccc23)NC(=O)N1 (stereo not given) | -1% | 3% | 0% | -14% | 4% | -34% | -3% | -8% | 0% | -3%
18 | Cc1ccc(C(O)CN2C3=NCCCN3c3ccccc32)cc1 (stereo not given) | u | -15% | -3% | -28% | -12% | -2% | -5% | -4% | -8% | -1%
19 | CCOC(=O)Cc1cc(=O)[nH]c(=O)[nH]1 | 0% | -3% | -10% | -3% | 5% | 2% | 4% | 1% | 0% | 3%
20 | COc1ccc(CCNC(=O)Cn2c(=O)c3cccn3c3cccnc32)c(OC)c1OC | 3% | 5% | 4% | 4% | -10% | 3% | 20% | 0% | 9% | 2%
21 | CCOC(=O)C1=C(O)CSC1=Nc1cccc(Cl)c1 | -1% | -6% | 1% | 0% | -1% | -4% | 13% | -2% | -1% | 0%
22 | Cc1cccc(OCC(=O)Nc2ccc3oc(=O)ccc3c2)c1 | -4% | 0% | -1% | -21% | -2% | -27% | 4% | -3% | -3% | 2%
23 | CCCC1=NN(C(=O)C(=O)Nc2ccc(Br)cc2)C(O)(C(F)(F)F)C1 (stereo not given) | u | -1% | 5µM* | 0.79µM* | -1% | -13% | -18% | -2% | 7% | -3%
24 | COc1ccc(C(=O)N(C)C(C)c2ccon2)cc1OC1CCN(C(C)C)CC1 (stereo not given) | 1% | 27% | 2% | -10% | 0% | 1% | -1% | -2% | 17% | -2%
25 | Cc1cc(-c2nnc(SCC(=O)Nc3nc(-c4ccc(Cl)cc4)cs3)o2)no1 | 0% | 7% | u | 14µM* | -4% | -15% | 5% | -6% | 1% | 1%

Overlap with the part before: 4 entries, then new ones.
entry | Molecule | FLuc modulator | p53 reactivator | VP16 counter | RORgamma inh | uPA surface inh | BRCA1 expr act | MBNL1-CUG inh | NPC1 prom act | ELG1 genotoxic | Rab9 promoter act
22 | Cc1cccc(OCC(=O)Nc2ccc3oc(=O)ccc3c2)c1 | -4% | 0% | -1% | -21% | -2% | -27% | 4% | -3% | -3% | 2%
23 | CCCC1=NN(C(=O)C(=O)Nc2ccc(Br)cc2)C(O)(C(F)(F)F)C1 (stereo not given) | u | -1% | 5µM* | 0.79µM* | -1% | -13% | -18% | -2% | 7% | -3%
24 | COc1ccc(C(=O)N(C)C(C)c2ccon2)cc1OC1CCN(C(C)C)CC1 (stereo not given) | 1% | 27% | 2% | -10% | 0% | 1% | -1% | -2% | 17% | -2%
25 | Cc1cc(-c2nnc(SCC(=O)Nc3nc(-c4ccc(Cl)cc4)cs3)o2)no1 | 0% | 7% | u | 14µM* | -4% | -15% | 5% | -6% | 1% | 1%
26 | CCOC(=O)N1CCN(C(=O)CN(c2cccc(C)c2)S(=O)(=O)c2ccc(C)cc2)CC1 | 4% | -7% | 18% | -5% | -3% | 0% | -4% | 2% | 3% | -3%
27 | COc1ccc(S(=O)(=O)N2CCN(CC(=O)Nc3c(C)n[nH]c3C)CC2)cc1OC | x | 11% | x | x | 5% | -1% | x | x | 1% | x
28 | CC(Sc1nnc(CC(=O)Nc2ccccc2F)n1C)C(=O)Nc1nccs1 (stereo not given) | -2% | 3% | 2% | 7% | 5% | 8% | -5% | -2% | -4% | -5%
29 | COc1ccc2oc(=O)c(C(C)=O)cc2c1 | 6% | 1% | 18% | -25% | -5% | 14% | u | -4% | -1% | 1%
30 | Cc1ccc(C(=O)Nn2cnc3ccccc3c2=O)cc1C | 13µM* | 18% | 20% | 4% | 4% | 8.9µM* | -11% | 3.2µM* | u | 2.5µM*
31 | O=C1NCCCC2c3cc(O)c4ccccc4c3OC12N1CCCCC1 (stereo not given) | u | -39%[inhibitor] | u | 10µM* | x | x | u | 14% | -13% | -4%
32 | CCC(CC)N1CCN(C(=O)c2cc(OC)c(OC)c(OC)c2)CC1 | 0% | 9% | 4% | -3% | -1% | 4% | -9% | 1% | -2% | -1%
33 | Cc1ccc(SCC(=O)OCC(=O)NC2(C#N)CCCCC2)cc1 | -4% | 2% | -8% | -18% | -23% | 2% | -3% | 5% | 1% | 3%
34 | O=C(Oc1oc(-c2ccco2)nc1C=Nc1ccccc1)c1ccco1 | -1% | 12% | x | -2%[0.365 µM] | -4% | 71% | -3% | -1% | u | 0%
35 | COc1ccc(C2/C(=C(/O)c3ccccc3)C(=O)C(=O)N2c2ncccn2)cc1OC (stereo not given) | -2% | -3% | -16% | 3% | 0% | 3% | u | -1% | 0% | 1%
36 | COc1ccccc1C(=O)N1CCN(c2cccc(C(F)(F)F)c2)CC1 | 3% | 14% | -9% | 0%[10 µM] | -6% | -65% | 10% | -21% | -6% | -11%
37 | O=C(NCc1ccccn1)C(C(=O)c1cccc([N+](=O)[O-])c1)n1cc(Cl)ccc1=O (stereo not given) | -9% | 8% | 20% | -18% | 0% | 33% | u | -4% | 1% | 2%
38 | Cc1nc2cc(S(=O)(=O)N3CCC(C(=O)O)CC3)ccc2n1C1CCCC1 | -12% | 4% | -3% | -12% | 2% | -3% | 0% | -1% | 0% | -2%

Whole records, quoted from the list. Screens in order: FLuc modulator	p53 reactivator	VP16 counter	RORgamma inh	uPA surface inh	BRCA1 expr act	MBNL1-CUG inh	NPC1 prom act	ELG1 genotoxic	Rab9 promoter act
COc1ccc(S(=O)(=O)N2CCN(CC(=O)Nc3c(C)n[nH]c3C)CC2)cc1OC as listed: x	11%	x	x	5%	-1%	x	x	1%	x
O=C1NCCCC2c3cc(O)c4ccccc4c3OC12N1CCCCC1 (stereo not given) as listed: u	-39%[inhibitor]	u	10µM*	x	x	u	14%	-13%	-4%

Compound activity as filed in PubChem BioAssay.
